KDM5B inh: Primary screen for KDM5B Histone Demethylases FDH-coupled qHTS. Lysine-specific demethylase 5B (Homo sapiens), Q9UGL1. KDM5B demethylase, FDH-coupled NADH fluorescence (FDH is formaldehyde dehydrogenase). Potency, µM (titrated, usually from 57.7 µM), for inactives: top-dose activity change, negative = inhibition, hits mostly inhibitors. hit rate 2.6% among 220,000; active = well fitted inhibition curve with a large enough effect; inconclusive = small, poorly fitted or top-dose-only effect; inactive = no such curve, though single readings can be large or run the other way; also: 0% is about no effect; nearly all actives have a fitted effect of over 70% in size
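Here, H3K4me3 peptide (12.5 µM in substrate mix) is demethylated by KDM5BΔAP, 200 nM final, after 10 min compound exposure. Formaldehyde product is coupled through FDH (0.25 U/mL in mix) to NADH fluorescence; 30-min ΔRFU feeds dose-response curves.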
* marks the source's active call; other numbers are inactive results; i = inactive; ? = inconclusive; & = joins results of further samples; [ ] = remark or other dose. Potency is read from the fitted curve at half-maximal effect. This is a subset; the hit share may differ from the screen's.

The first 14 compounds as a preview:
KDM5B inh	Molecule
9.2%	O=C(C1CCC(=O)N(C2CCCC2)C1)N1CCN(c2nccs2)CC1 (centres undefined)
6.4%	CC(=O)c1ccc(NC(=O)CSc2nc(-c3ccccc3C)nc3c2c(=O)n(C)c(=O)n3C)cc1
-25.5%	S=c1[nH]c(-c2ccccc2)cn1/N=C/c1ccncc1
?	CN1CC(=O)N(C2CCCNC2)Cc2c(NC3CCN(Cc4ccccc4)CC3)ncnc21 (centres undefined)
-24.7%	CC(NC(=O)C1CCN(c2nc3ccccc3nc2C(F)(F)F)CC1)c1ccccc1 (centres undefined)
-29.8%	O=C(NC[C@H]1O[C@@H](CO)[C@@H](O)[C@H]1N1CCN(c2ccccc2)CC1)N1CCOCC1
?	CCN(Cc1ccncc1)C(=O)CC1=C2CCCCC2N(C)C1=O (centres undefined)
-2.9%	CCN1C(=O)C2(CCN(S(=O)(=O)c3ccc(OC)c(Cl)c3)CC2)c2ccccc21
?	N#Cc1c[nH]n2c(NC3CCCC3)c(-c3ccc(Cl)cc3)nc12
-17.3%[115 µM]	O[C@@H]1C[C@@H](c2nc(-c3cccnc3)no2)N(CC2CC2)C1
7.9%	CCN1C(=O)S/C(=C/c2cn(C(C)C)c3ccccc23)C1=O
-24.5%	Cc1ccc(-c2nnc(Nc3ccc(O)cc3)c3ccccc23)cc1S(=O)(=O)N1CCOCC1
-13.7%&138.9%	CCOc1ccccc1C1C(C(=O)Nc2ccccc2OC)=C(C)Nc2nc3ccccc3n21 (centres undefined)
11.2%	O=C1C[C@@H]2CCN(C(=O)Nc3cccc(C(F)(F)F)c3)C[C@@H]2CCN1CCN1CCNC1=O

All compounds of this part, from the start:
KDM5B inh	Molecule
9.2%	O=C(C1CCC(=O)N(C2CCCC2)C1)N1CCN(c2nccs2)CC1 (centres undefined)
6.4%	CC(=O)c1ccc(NC(=O)CSc2nc(-c3ccccc3C)nc3c2c(=O)n(C)c(=O)n3C)cc1
-25.5%	S=c1[nH]c(-c2ccccc2)cn1/N=C/c1ccncc1
?	CN1CC(=O)N(C2CCCNC2)Cc2c(NC3CCN(Cc4ccccc4)CC3)ncnc21 (centres undefined)
-24.7%	CC(NC(=O)C1CCN(c2nc3ccccc3nc2C(F)(F)F)CC1)c1ccccc1 (centres undefined)
-29.8%	O=C(NC[C@H]1O[C@@H](CO)[C@@H](O)[C@H]1N1CCN(c2ccccc2)CC1)N1CCOCC1
?	CCN(Cc1ccncc1)C(=O)CC1=C2CCCCC2N(C)C1=O (centres undefined)
-2.9%	CCN1C(=O)C2(CCN(S(=O)(=O)c3ccc(OC)c(Cl)c3)CC2)c2ccccc21
?	N#Cc1c[nH]n2c(NC3CCCC3)c(-c3ccc(Cl)cc3)nc12
-17.3%[115 µM]	O[C@@H]1C[C@@H](c2nc(-c3cccnc3)no2)N(CC2CC2)C1
7.9%	CCN1C(=O)S/C(=C/c2cn(C(C)C)c3ccccc23)C1=O
-24.5%	Cc1ccc(-c2nnc(Nc3ccc(O)cc3)c3ccccc23)cc1S(=O)(=O)N1CCOCC1
-13.7%&138.9%	CCOc1ccccc1C1C(C(=O)Nc2ccccc2OC)=C(C)Nc2nc3ccccc3n21 (centres undefined)
11.2%	O=C1C[C@@H]2CCN(C(=O)Nc3cccc(C(F)(F)F)c3)C[C@@H]2CCN1CCN1CCNC1=O
12.9%	CC(C)=CC1C(C(=O)NNC(=O)C2CC2)C1(C)C (centres undefined)
-21.3%	O=C(NCC1CCOc2ccccc2C1)c1cn(CCN2CCNCC2)nn1 (centres undefined)
8.6%	CCCOc1cc(C)c(Cl)cc1S(=O)(=O)N1CCCCC1
-38.2%	COc1ccc(CC(=O)N2CCC(Cc3nc(-c4ccccc4)no3)CC2)cc1Cl
16.5%	COc1ccc(C(=O)Oc2ccc3c(=O)c(Oc4cccc(C)c4)coc3c2)cc1OC
11.6%	Cc1n[nH]c(C)c1S(=O)(=O)Nc1ncn(Cc2ccc(F)cc2)n1
11.5%	Cn1c(-c2ccccc2[N+](=O)[O-])[n+](C)c2ccccc21
1.4%	CCCCN(CC)CCCNC(=O)c1sc2nc3n(c(=O)c2c1C)CCCCC3
-18.8%	COc1ccc(CNC(=O)c2ccc3c(c2)N(Cc2c(F)cccc2Cl)C(=O)CS3)cc1
-10.9%	COc1cc(C(=O)NC2CCN(c3cc(-c4ccc(F)cc4)[nH]n3)CC2)cc(OC)c1OC
17.9%	O=C(COc1ccccc1Cl)OCc1cc(=O)n2nc(C3CC3)sc2n1
15.0%	Cc1cnc(C(=O)NC2C[C@H]3CC[C@@H](C2)N3C(=O)C2CC2)cn1 (some centres undefined)
?	O=C(C1=Cc2sc3c(c2CS1)CCCC3)N1CCCCC1
-5.4%	CCCc1cc(=O)oc2cc(OC(C)C(=O)NCc3cccnc3)c(Cl)cc12 (centres undefined)
-7.0%	Oc1ccc2ccccc2c1C=Nc1ccc(F)c(F)c1F
3.4%	Cn1nc(C(=O)N2CCCN(S(=O)(=O)c3ccccc3)CCC(=O)NCC2)c2ccccc21
-16.8%	O=C(c1ccc(Cn2cnnn2)cc1)N1CCCC(Nc2ccc(F)cc2)C1 (centres undefined)
14.1%	CCCC(=O)Nc1oc2c(C)cccc2c(=O)c1-c1ccc(OC)c(OC)c1
23.7%	COc1cccc(C(=O)NCC2CCCN(Cc3cccc4nonc34)C2)c1OC (centres undefined)
?	Cc1ccc2cc(/C=N/Nc3ccc(C(=O)O)cc3)c(Cl)nc2c1
-5.0%	Cc1ccc(-c2ccc(C(=O)O)cc2)cc1
35.3%[activator][86.2 µM]	CC(C)(C)NC(=O)C[C@@H]1CCNC[C@@H]1Cc1cc(COc2ccccc2)on1
11.8%	COc1cccc(C(=O)N2C(C(=O)NC3CC3)COC23CCN(C(=O)C2CC2)CC3)c1 (centres undefined)
-25.9%	CCc1ccc(-c2[nH]nc3nc(-c4cc(OC)ccc4OC)cc(C(=O)O)c23)cc1
?	COC(=O)c1cc2n(n1)CCCN(C(=O)c1cc(C)nc3ccc(C)cc13)C2
-18.4%	COC(=O)c1cccc(Nc2cc(-c3ccccc3)ncn2)c1
?	CN1CCN(CC(O)COC(c2ccc(Cl)cc2)c2ccc(Cl)cc2)CC1 (centres undefined)
?	COC(=O)[C@@H]1Cc2c([nH]c3ccccc23)[C@@H]2C[C@@H](NC(C)C)C[C@@H](c3ccc(F)cc3)N12
?	Cc1nnc(NC(=O)c2csc(NC(C)C)n2)s1
?	COc1ccccc1-c1cc2nc(C)c(CCC(=O)Nc3ccc(Br)c(C)c3)c(C)n2n1
-13.4%	CC1=C(C(=O)Nc2ccccc2C)C(c2cccnc2)n2nc(SCc3ccccc3F)nc2N1 (centres undefined)
-1.1%	COc1cc(NC(=O)C2CC(=O)N(c3n[nH]c4cccc(F)c34)C2)cc(OC)c1OC (centres undefined)
10.1%	CC(C)C(C)NC(=O)C(NC(=O)c1ccccc1)C1CCN(C(=O)C2CCCC2)CC1 (centres undefined)
-6.3%	O=C(Nc1sc2c(c1C(=O)O)CCC2)c1ccco1
?	COc1ccccc1CN1CCc2nc(C(=O)Nc3ccccc3)oc2CC1
-0.2%	Cc1ccc(NCc2cc3ccccc3[nH]c2=O)cc1C

(more compounds)
KDM5B inh	Molecule
-12.9%	CCCOC(=O)CCCCCCCCC(O)CN1CCCCC1 (centres undefined)
42.2%[activator]	O=c1oc2ccccc2c(NC2CCCC2)c1NS(=O)(=O)c1ccccc1Cl
17.2%	O=C(NC(Cc1ccccc1)c1ccccc1)C1CCCO1 (centres undefined)
-27.6%	CCc1ccccc1N1C(=O)N(Cc2ccc(C#N)cc2)c2ccccc2S1(=O)=O
-0.5%	CCc1cnc2c(c1SCc1ccccc1C)c(=O)n(C)c(=O)n2C
25.1µM*	CC(C)c1noc(-c2cccn3c(CNC(=O)c4cccc(F)c4)nnc23)n1
-19.4%	N#Cc1ccccc1CN1CCC2(CC1)CC(O)CCO2 (centres undefined)
-8.2%	Cc1ccc(C2Cn3nnc(-c4noc(-c5ccccc5Cl)n4)c3CO2)cc1 (centres undefined)
?	COc1ccc(CC(=O)Nc2ccc3ncnc(N4CCCC4)c3c2)c(Cl)c1
-24.9%	O=C(COc1ccccc1)N1CCCC1c1nc(C2CCOCC2)no1 (centres undefined)
17.8µM*	CN(C)CC(=O)N1C[C@@H]2C[C@H](C1)c1ccc(-c3ccccc3CN3CCOCC3)c(=O)n1C2
5.3%	O=c1c2c3c(nn2ccn1Cc1cc(F)cc(F)c1)CCCC3
-1.6%	CCOc1ccc(NC(=O)CC2CCCN(c3cnn(CC4CC4)c(=O)c3)C2)cc1 (centres undefined)
1.8%	Cc1nc(N2CCCCC2)ncc1-c1cc(=O)[nH]c(N2CCc3ccccc3C2)n1
-6.7%	COc1ccccc1CCNC(=O)CCCNc1nc(Cl)nc2nc[nH]c12
?	Cc1cc(C(=O)NC(C)c2cccc(Cl)c2)c2cnn(C(C)C)c2n1 (centres undefined)
-16.3%[115 µM]	CN1CCC(C(=O)N2Cc3ccccc3CC3(CCCN(Cc4ccncc4)C3)C2)CC1 (centres undefined)
-12.3%	CCOC(CNC(=O)c1ccc2c(c1)ncn2-c1ccc(OCc2ccccc2)cc1)OCC
-22.8%	CCC(=O)Nc1ccc(CC)cc1-c1nc2ccccc2n(CC(=O)Nc2cccc(Cl)c2)c1=O
-14.2%	Cc1ccccc1OCC(=O)Nc1nnc(S(=O)(=O)N2CCCCCC2)s1
4.8%	O=S(=O)(c1ccccc1F)N1CCN(Cc2ncc(-c3ccc(F)cc3)o2)CC1
i	C#CCNC(=O)c1nc(-c2cccc(C(F)(F)F)c2)c2ccccn12
21.6%	O=C([C@H]1C[C@H](Oc2ccccc2)CN1C(=O)NCc1ccccc1)N1CCOCC1
?	O=C1NCCCCCCN(Cc2ccncc2)[C@@H]2CN(C(=O)NCc3ccccc3)CC[C@@H]12
-5.3%[115 µM]	O=C1NCc2ccccc2CC12CCN(Cc1ccc3ccccc3n1)CC2
-8.1%	COc1ccccc1CN1CCC(N2CCN(c3ccccc3OC)CC2)CC1
?	O=C(Cn1c(SCc2cccc(F)c2)nc2cccnc21)Nc1ccc(F)c(Cl)c1
-10.6%	CCN(CC(=O)Nc1ccc(OC)cc1)C(=O)c1ccc2c(=O)n3c(nc2c1)CCC3
19.9%	Cn1cnnc1SCC(=O)Nc1ccc(F)cc1
-29.6%	O=C1NCCCCCCN[C@H]2C[C@H](C(=O)N3CCc4ccccc4C3)C[C@@H]12
22.8%	COc1ccccc1NC(=O)COC(=O)c1ccccn1
-6.7%	COC(=O)c1ccc(CNC(=O)COC(=O)Cc2ccc(Cl)cc2)cc1
?	O=S(=O)(NCc1csc(-c2cccs2)n1)c1ccc(Cl)cc1
-1.5%	CCCn1nc(C)cc1CN(CC)C(=O)C1CCN(c2cnn(C)c(=O)c2)C1 (centres undefined)
-3.7%	COC(=O)c1cc(NC(=O)c2nn(C)c3c2COc2ccccc2-3)cc(C(=O)OC)c1
?	CCc1ccc(-c2nc3cc(NC(=O)c4cc5ccccc5cc4OC)ccc3o2)cc1
11.8%	Cc1cccc(OCC(=O)N2CCc3nn(Cc4ccccc4)c(=O)n3CC2)c1
-8.3%	COc1cc(NC(=O)Cn2cnc3sc(C)c(S(=O)(=O)N4CCN(C)CC4)c3c2=O)cc(OC)c1OC
35.5µM*	COc1ccc(-c2cc3c(cn2)CN(CCc2ccccc2)CCN3)cc1OC
6.6%	CCc1ccc(NC(=O)N2CC(c3nnc(-c4ccncc4)o3)C3(CCOCC3)C2)cc1 (centres undefined)
22.6%	O=C(O)CCC1CCN(C(=O)c2ccccc2F)CC1
24.6%	Cc1cccc(NC(=O)C2CCN(C(=O)c3ncn4c3COC(c3ccc(F)cc3)C4)CC2)c1C (centres undefined)
?	COc1ccccc1-c1cc(-c2cn[nH]c2)c2onc(C)c2n1
20.8%&-15.1%	Cc1cccc(C(=O)Nc2sc3c(c2C(=O)NC(C)C)CCCC3)c1
-3.1%	CCOc1ccccc1NC(=O)C1CCN(S(=O)(=O)c2ccc3[nH]c(=O)oc3c2)CC1
?	COCCCNS(=O)(=O)c1cc(-c2onc(C)c2C)ccc1OC
-10.1%	CC(=O)N1CCCN(CC[C@H]2CN(C(=O)c3ccnc(Cl)c3)CC[C@H]2CC(=O)O)CC1
14.7%	COCCOCc1nc(C2CCCCN2C(=O)c2ccncc2)no1 (centres undefined)
-22.5%	Cc1ccc(Nc2cc(C)nc(-n3nc(C)cc3C)n2)cc1
-14.4%	COc1ccc(S(=O)(=O)NNC(=O)c2ccc(-n3c(C)ccc3C)cc2)cc1

(continued)
KDM5B inh	Molecule
?	Cc1cc(=O)n2c3ccccc3n(CC(O)CN3CCN(Cc4ccccc4)CC3)c2c1C#N (centres undefined)
18.6%	Cn1c(=O)c2c(nc(NCCc3ccccc3)n2Cc2ccc(Br)cc2)n(C)c1=O
12.6%	COCCCNC(=O)C(NC(=O)c1ccccc1C)C1CCN(C(=O)c2cccs2)CC1 (centres undefined)
-26.5%[86.2 µM]	CCN(CC)C(=O)[C@@H]1CCC[C@@H](NCc2nccs2)CN(C)C(=O)C1
-4.4%	O=C(Nc1oc2ccccc2c(=O)c1-c1ccc(Cl)cc1)c1ccccc1
19.4%	CC(Oc1ccccc1)C(=O)NCCc1noc(-c2ccncc2)n1 (centres undefined)
17.1%	CC(NC(=O)CCc1ncc(-c2ccc(Cl)cc2)o1)c1ccc(S(C)(=O)=O)cc1 (centres undefined)
-4.7%	COc1ccc(CCNC(=O)CC(c2cccc3c2OCO3)c2c[nH]c3ccccc23)cc1OC (centres undefined)
7.9%	COc1ccc(Br)cc1COC(=O)COc1ccc(C(C)=O)cc1
31.6µM*	O=C(NCc1nnc2cc(-c3nc(C4CC4)no3)ccn12)c1ccoc1

Source: PubChem (National Center for Advancing Translational Sciences (NCATS))
